HUVEC tox TNFa – toxic to HUVEC cells under TNF alpha stimulation | cell count reduction, % at 2 µM | AID 848 | HUVEC TNFalpha-stimulated, Hoechst cell count, imaging | actives 0.17% (n = 93,000);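 active = cell count reduction exceeding the screen mean by over 5 SD, scaled to untreated wells per plate, cut at about 78% in these data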;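 note: cells counted after 24 h of TNF alpha exposure following the 1 h pretreatment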
Smad3 inh – inhibitors of human Smad3 transcription factor binding; P84022; TR-FRET Smad3/Dy647-FoxH1 peptide binding, europium anti-His; inhibition, % at 25 µM; actives 0.29% (n = 88,000);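 active = compounds that reduce the energy-transfer binding signal between the protein and its labelled peptide by more than half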;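 note: 0% = Smad3 plus labelled peptide maximal FRET and 100% = peptide-only background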
Target sequence (P84022 whole entry, looked up): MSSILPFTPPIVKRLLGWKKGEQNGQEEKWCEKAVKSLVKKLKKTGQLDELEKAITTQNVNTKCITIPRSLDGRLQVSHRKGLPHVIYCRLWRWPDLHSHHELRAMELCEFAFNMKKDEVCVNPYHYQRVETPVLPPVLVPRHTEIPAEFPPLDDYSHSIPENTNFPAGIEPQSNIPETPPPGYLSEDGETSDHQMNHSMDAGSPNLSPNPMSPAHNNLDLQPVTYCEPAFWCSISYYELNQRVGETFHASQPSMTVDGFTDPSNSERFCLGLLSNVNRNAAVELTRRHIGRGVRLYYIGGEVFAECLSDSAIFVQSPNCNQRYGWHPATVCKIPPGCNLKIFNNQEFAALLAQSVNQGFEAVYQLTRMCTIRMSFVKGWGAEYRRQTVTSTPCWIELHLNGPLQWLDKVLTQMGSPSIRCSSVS
PTK2B oligo ant – Pyk2 (human) oligomerization antagonism. z-score (the deposit names both 25 µM and 10 µM). Q293 cells, Pyk2 FERM NanoBiT luminescence; active compounds read low. Q14289. actives 0.83% (n = 99,000). AID 1347419;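 active = Z-score of -3 or lower, scaled per plate to the spread of control and sample wells; inactive = z-score above -3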;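 note: negative z-score means lost luminescence so less FERM oligomerization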
Lung fibro prol – blocks proliferation of human lung fibroblasts. LL 47 human lung fibroblast viability, ATP luminescence; active compounds read low. viability, % at 10 µM. actives 1.1% (n = 85,000). AID 719;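 active = viability at or below 50% in the single dose screen; inactive = viability above 50%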;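 note: compound exposure lasted 72 h before the ATP readout; 100% = median luminescence of untreated cell-only wells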
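Material: Human LL 47 lung fibroblast cells | Input: 1,150 cells/well | Buffer or medium: IMEM plus 15% FBS | Compound dosing: 0.1% DMSO in all compound wells | Times: Overnight cell rest, 72 h compound treatment at 37 °C | Signal: CellTiter-Glo luminescence measuring cellular ATP | Measure: % viability versus median cells-only luminescence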
HUVEC prolif 384 – human endothelial cell proliferation inhibition. HUVEC proliferation, CellTiter-Glo luminescence, 72 h; active compounds read low. viability, % at 10 µM (by protocol). actives 1.1% (n = 86,000). AID 648;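 active = viability at or below 30%; inactive = viability above 30%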;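 note: 100% = median luminescence of DMSO-only cell control wells on each plate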
H69AR growth 86K – blocks growth of human H69AR lung tumor cells; H69AR lung tumor viability, ATP luminescence, 72 h; active compounds read low; viability, % at 10 µM; actives 6% (n = 85,000); AID 598;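 active = viability at or below 40%; inactive = viability above 40%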;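 note: multidrug resistant small cell line overexpressing MRP-1 efflux transporter; 100% = mean luminescence of untreated control wells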
IL1B cytotox – toxic to HUVEC cells under IL-1B stimulation. cell count reduction, % at 2 µM. AID 845. HUVEC cell count loss, Hoechst imaging, IL-1B stimulated. actives 0.41% (n = 94,000);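 active = cell count reduction more than 3 SD above the screen-wide mean, cut at about 70% in these data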;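 note: normalized per plate to untreated control cells as the no-loss baseline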
VCAM1 TNFa inh – reduces TNF alpha induced VCAM1 expression in HUVEC; HUVEC TNFa-induced VCAM-1 immunofluorescence, high-content imaging; inhibition, % at 2 µM; actives 0.48% (n = 95,000); AID 802;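 active = inhibition above the batch mean plus 3 SD, with images confirmed as a hit by eye, cut at about 37% in these data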;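 note: 0% = TNF-stimulated DMSO wells and 100% = unstimulated control wells; not every result past the cut was called active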
F-actin modifier – cytoskeleton assembly modification. HUVEC TNFa F-actin phalloidin imaging, high content. actives 0.18% (n = 91,000). inhibition, % at 2 µM. AID 836;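 active = inhibition above the batch mean plus 3 SD and confirmed as a hit by visual image inspection, cut at about 30% in these data, passing the limit was not always enough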; note: strong numbers were not always called active
Starred values were filed as active, the others as inactive; . = not tested or not shown; [ ] = dose if it differs, or a comment. The list is partial; rates above refer to the full screens.

SMILES	HUVEC tox TNFa	Smad3 inh	PTK2B oligo ant	Lung fibro prol	HUVEC prolif 384	H69AR growth 86K	IL1B cytotox	VCAM1 TNFa inh	F-actin modifier
COc1cc(/C=C/C2=NC(=O)C(C)(C)O2)ccc1O	-34	14	.	94	88	71	-7	-42	3
Cn1c(SCC(=O)N2CCCC2)nc2ccccc2c1=O	-19	1	0.44	91	89	77	24	7	22
Cc1ccc(Cn2ccc(NC(=O)c3cc(CC(C)C)on3)n2)cc1	.	14	.	91	97	110	.	.	.
CCNc1nc(NC(C)C)nc(Oc2ccc(OCc3ccccc3)nn2)n1	-27	-2	-1.4	96	86	73	10	14	-14
O=C(CS(=O)(=O)Cc1ccccc1)Nc1ccccn1	-11	-4	-0.15	103	109	103	-29	20	17
CC(C)(C)c1ccc(C(=O)NNc2cc(N3CCCCC3)nc(N3CCCCC3)n2)cc1	-10	.	-2.7	.	.	.	-10	5	6
CC(C)Sc1cc(N2CCCC2)nc(-c2ccccc2)n1	-8	.	0.6	.	.	.	-17	14	24
COc1ccc(C)cc1NC(=O)CCC(=O)Nc1nnc(C(F)(F)F)s1	-16	.	-0.06	.	.	.	-16	10	12
CCCC1C2C(=O)N(c3ccc(OC)cc3)C(=O)C2ON1c1ccccc1 (stereo not drawn)	-29	9[fluorescence artefact?]	1	95	89	100	8	14	10
Cn1c(SCC(=O)N2CCCc3ccccc32)nc2cccnc21	-14	-4	1.6	106	96	77	4	0	3
Cc1ccc(NC(=O)Cn2c(=O)n(CCCC(=O)NCc3ccco3)c(=O)c3ccccc32)cc1	-3	-3	-3.1*	75	39	40	-4	-2	-1
O=C(O)c1ccc(CNCc2ccc(Cl)cc2Cl)cc1	-13	.	0.14	.	.	.	17	-12	15
CCC1(C)N=c2c(c(=O)n(C)c(=O)n2C)=NO1 (stereo not drawn)	6	.	0.65	.	.	.	4	-4	0
CCc1ccc(N2CC(C)Cn3c2nc2c3c(=O)n(CCN3CCOCC3)c(=O)n2C)cc1 (stereo not drawn)	3	4	-0.2	92	92	81	5	-7	-22
CCC(CC)C1C(C#N)=C(N)Oc2n[nH]c(-c3ccccc3)c21 (stereo not drawn)	5	4	-0.22	76	71	36*	-1	1	-4
CNC(=O)Nc1ccccc1F	-43	-8	1.3	98	113	95	-5	-8	.
CCOc1ccc(-c2nc(-c3ccncc3)no2)cc1OCC	2	9[fluorescence artefact?]	-0.49	98	126	94	23	6	-15
COc1ccc(CSCC(=O)N/N=C/c2ccc(OCC(=O)NCc3ccco3)cc2)cc1	-7	.	-0.19	.	.	.	-68	0	5
Cc1nc(C)c(C(=O)C2=C(O)C(=O)N(CCN(C)C)C2c2ccccc2)s1 (stereo not drawn)	-1	1	0.55	95	84	94	-13	12	18
COc1cc(N(C)C)c(NC(C)=O)cc1C(=O)O	-5	-10	-0.18	97	94	96	85*	22	-2
CCOc1ccc(NC(=O)c2nnn(CC(=O)Nc3ccccc3OCC)c2N)cc1	10	-10	-0.47	87	87	56	-3	-10	-33
N#Cc1nc(COc2ccc(F)cc2)oc1N1CCC(Cc2ccccc2)CC1	-24	6	0.23	99	111	97	-32	3	-2
COc1ccc(S(=O)(=O)N[C@H](C(=O)O)C(C)C)cc1	12	-1	0.4	101	102	94	20	-1	-8
CCOC(=O)N(CC)OC(=O)Nc1ccc(Cl)cc1	-10	17[fluorescence artefact?]	-0.51	100	87	87	-5	22	.
C[C@]12CCC(=O)C=C1CC[C@@H]1[C@@H]2C(=O)C[C@@]2(C)[C@H]1CC[C@]2(O)C(=O)CO	.	10	.	96	108	101	.	.	.
Cc1cc(C)cc(N(C(=O)CNC(=O)c2cccs2)C(C(=O)NC2CCCC2)c2cccnc2)c1 (stereo not drawn)	-16	.	-2.1	.	.	.	1	5	4
CCN(CC)c1ccc(NC(=O)c2cccnc2)cc1	-7	-6	1.4	96	99	48	16	6	-23
O=C(Cn1nc(C(F)F)cc1C(F)F)N/N=C/c1ccc2c(c1)OCO2	-2	.	0.21	.	.	.	-1	8	4
Cc1ccc(S(=O)(=O)C2(C(=O)N3CCCCC3C)CC2)cc1 (stereo not drawn)	-17	2	-0.43	96	97	94	11	18	-2
COc1ccc(CCNC(=O)c2cnn3cccnc23)cc1OC	.	-2	0.13	100	98	82	-19	.	.
CCOC(=O)c1ccc(N(CC(=O)NC2CCCC2)C(=O)CNC(=O)c2ccco2)cc1	-4	13	1.9	109	95	102	-3	2	-4
CC(C)CC1(C(=O)O)NC(c2ccccc2O)C2C(=O)N(C(C)C)C(=O)C21 (stereo not drawn)	5	2	.	109	104	96	-34	-8	-16
COC(=O)c1cccc(NC(=O)CSc2nc3cccnc3n2C)c1	25	6	-0.09	108	99	82	-8	-43	-26
CCCC(=O)Nc1ccc(C(=O)NCCCn2ccnc2)cc1	-8	5	0.17	98	101	16*	-23	5	-23
CC(C)C(=O)Nc1nnc(CSCc2ccccc2F)s1	5	8	-1.2	100	105	93	-6	-7	-19
Clc1cccc(OCCN2CCOCC2)c1	5	.	-0.5	.	.	.	-2	-4	-75
O=C(CS(=O)(=O)c1c[nH]c2ccccc12)Nc1ccc2c(c1)OCCO2	-13	10	-0.46	92	97	64	-14	14	2
CC1=C(C#N)c2nc(N)c(C#N)c(C)c2/C1=C\c1ccc(C)cc1	6	-9[fluorescence artefact?]	.	3.3*	4.3*	91	-12	-6	0
O=C(c1cc2nc(-c3ccc(F)cc3)cc(C(F)(F)F)n2n1)N1CCOCC1	-9	0	0.46	103	90	105	-15	-2	35
O=C(NCc1ccccn1)C(F)(F)C(F)(F)C(=O)NCc1ccccn1	13	-11	-0.17	99	92	84	-3	1	-8
COc1cccc(C2=NOC(C(=O)N3CCN(c4ccccc4)CC3)C2)c1OC (stereo not drawn)	-20	0	.	104	109	94	5	21	-1
COc1cc2c(cc1NC(=O)CN1CCN(S(=O)(=O)c3ccccc3F)CC1)oc1ccccc12	-9	-4	1.2	67	40	40*	-129	2	-12
Cn1nnnc1SCc1ccccc1F	.	-1	0.12	97	87	91	.	.	.
Cc1cc(C)c(S(=O)(=O)N(CC(=O)N2CCCC2)C2CCCCC2)c(C)c1	-6	3[fluorescence artefact?]	1.6	97	115	77	-14	14	6
CCOC(=O)c1ccc(-n2ncc(C(=O)OCC)c2N)cc1	-4	8	0.25	97	91	49	-23	-4	-5

Shown with each value named: entries from further up.
> CC1=C(C#N)c2nc(N)c(C#N)c(C)c2/C1=C\c1ccc(C)cc1
  HUVEC tox TNFa: 6 | Smad3 inh: -9[fluorescence artefact?] | PTK2B oligo ant: . | Lung fibro prol: 3.3* | HUVEC prolif 384: 4.3* | H69AR growth 86K: 91 | IL1B cytotox: -12 | VCAM1 TNFa inh: -6 | F-actin modifier: 0
> O=C(c1cc2nc(-c3ccc(F)cc3)cc(C(F)(F)F)n2n1)N1CCOCC1
  HUVEC tox TNFa: -9 | Smad3 inh: 0 | PTK2B oligo ant: 0.46 | Lung fibro prol: 103 | HUVEC prolif 384: 90 | H69AR growth 86K: 105 | IL1B cytotox: -15 | VCAM1 TNFa inh: -2 | F-actin modifier: 35
> O=C(NCc1ccccn1)C(F)(F)C(F)(F)C(=O)NCc1ccccn1
  HUVEC tox TNFa: 13 | Smad3 inh: -11 | PTK2B oligo ant: -0.17 | Lung fibro prol: 99 | HUVEC prolif 384: 92 | H69AR growth 86K: 84 | IL1B cytotox: -3 | VCAM1 TNFa inh: 1 | F-actin modifier: -8
> COc1cccc(C2=NOC(C(=O)N3CCN(c4ccccc4)CC3)C2)c1OC (stereo not drawn)
  HUVEC tox TNFa: -20 | Smad3 inh: 0 | PTK2B oligo ant: . | Lung fibro prol: 104 | HUVEC prolif 384: 109 | H69AR growth 86K: 94 | IL1B cytotox: 5 | VCAM1 TNFa inh: 21 | F-actin modifier: -1

Some of these compounds in order of molar mass, low to high:
SMILES	HUVEC tox TNFa	Smad3 inh	PTK2B oligo ant	Lung fibro prol	HUVEC prolif 384	H69AR growth 86K	IL1B cytotox	VCAM1 TNFa inh	F-actin modifier
Cn1nnnc1SCc1ccccc1F	.	-1	0.12	97	87	91	.	.	.
CCOC(=O)c1ccc(-n2ncc(C(=O)OCC)c2N)cc1	-4	8	0.25	97	91	49	-23	-4	-5
CC(C)C(=O)Nc1nnc(CSCc2ccccc2F)s1	5	8	-1.2	100	105	93	-6	-7	-19
COc1cc2c(cc1NC(=O)CN1CCN(S(=O)(=O)c3ccccc3F)CC1)oc1ccccc12	-9	-4	1.2	67	40	40*	-129	2	-12

More records
SMILES	HUVEC tox TNFa	Smad3 inh	PTK2B oligo ant	Lung fibro prol	HUVEC prolif 384	H69AR growth 86K	IL1B cytotox	VCAM1 TNFa inh	F-actin modifier
CCN(CC)S(=O)(=O)c1ccc(Cl)c(C(=O)OC)c1	-21	0	-0.88	101	99	94	-2	5	9
O=C(Nc1ccccc1)C(Cc1ccccc1)NC(=O)C12CC3CC(CC(C3)C1)C2 (stereo not drawn)	15	.	0.4	.	.	.	-5	2	11
COCCn1c(Cc2ccccc2)nnc1SCC(=O)Nc1cc(C)on1	11	0[fluorescence artefact?]	-0.12	106	98	96	0	10	0
CCCNC(=O)CN(CCc1ccccc1)S(C)(=O)=O	-18	-4	2.6	104	90	97	-49	-4	-5
COc1cc(-c2nnc(SCC(=O)N(Cc3ccccc3)C(C)(C)C)o2)cc(OC)c1OC	-12	-5	-1.4	98	79	47	-10	-25	-1
Cc1[nH]c2ccccc2c1C(=O)COC(=O)C1CC(=O)N(Cc2ccco2)C1 (stereo not drawn)	-4	-3	0.02	92	87	106	-13	2	42
CCCn1c(SCC(=O)Nc2cccc(C(=O)OCC)c2)nnc1-c1ccoc1C	-7	-3	-1.2	104	106	79	-13	1	-23
CCn1c(CNC(=O)Cc2ccc(OC)cc2)nnc1SCC(=O)Nc1nccs1	4	-11[fluorescence artefact?]	-1.6	108	108	88	5	3	11
CC1CCc2ccc(F)cc2N1S(=O)(=O)c1cccs1 (stereo not drawn)	-8	0	-0.63	89	83	27*	32	-25	-7
COc1ccccc1OCC(=O)Nc1cccc(N(C)S(C)(=O)=O)c1	-40	-7	0.42	98	103	92	-2	-20	14
O=C(NC1CCCC1)NS(=O)(=O)c1ccccc1Cl	.	4	-0.49	110	105	98	.	.	.
COC(=O)c1cn(CCOc2ccc(C)cc2)c2ccccc12	-3	-2	-1.2	94	95	98	9	-4	-6
Cc1c(OCc2nn[nH]n2)ccc2c3c(c(=O)oc12)CCC(C)C3 (stereo not drawn)	-25	12	-0.62	102	106	91	3	13	29
CCN1CCN(C(=O)C2(NC(=O)Nc3ccccc3Cl)CCCCC2)CC1	-10	0	0.29	96	94	89	-41	6	-36
COc1ccc(CCNC(=O)CCCCCN2C(=O)c3ccccc3C2=O)cc1	-20	.	0.96	.	.	.	1	10	14
COc1ccc(C(=O)CSC2=C(C#N)C3(CCCCC3)C(C#N)=C(N)N2)cc1	51	9	-1.4	99	86	54	7	4	-6
C=CCNc1cc(C(F)(F)F)nc(-c2ccccn2)n1	6	.	0.51	.	.	.	9	-5	-5
CCOC(=O)C(C(=O)OCC)N(C#N)c1nc(OC)nc(N(C)C)n1	-11	4	-0.25	105	92	78	-19	8	-14
COc1ccc(OC)c(S(=O)(=O)N(C)CC(=O)N2CCN(c3ccccc3F)CC2)c1	.	-1	0.05	98	95	67	-12	.	.

Screens deposited in PubChem by several laboratories.
